Compound activity from PubChem.
ATG4B inh – ATG4B (human) cysteine protease inhibition | Q9Y4P1 | ATG4B cleavage of LC3-PLA2, NBD-HPC fluorescence, 1 h | inhibition, % at 8.33 µM | hit rate 0.51% among 340,000 | AID 504462; in the data active means inhibition above about 40%
SENP8 inh – SENP8 (human) protease inhibition | hit rate 0.64% among 360,000 | recombinant SENP8, Nedd8 substrate fluorescence | inhibition, % at 20 µM; in the data active means inhibition mostly above about 40%, no sharp cut-off; inactive means mostly below about 27%
Target sequence (Q96LD8 whole entry, looked up): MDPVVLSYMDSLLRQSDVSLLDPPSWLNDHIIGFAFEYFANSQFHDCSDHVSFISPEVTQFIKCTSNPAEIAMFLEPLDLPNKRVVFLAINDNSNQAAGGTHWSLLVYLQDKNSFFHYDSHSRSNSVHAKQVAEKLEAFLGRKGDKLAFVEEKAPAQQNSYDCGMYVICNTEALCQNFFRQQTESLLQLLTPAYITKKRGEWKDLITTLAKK
SENP7 block – inhibitors of human SENP7 protease | recombinant SENP7, Z-RLRGG-aminoluciferin luminescence, 40 min | inhibition, % at 5 µM | hit rate 1.5% among 330,000;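 active means inhibition above about 50% at the single test dose, limit read from the data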;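 further: plate controls were DMSO with enzyme for no effect and no enzyme buffer wells for full effect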
Target sequence (Q9BQF6 706-1050 limits assumed): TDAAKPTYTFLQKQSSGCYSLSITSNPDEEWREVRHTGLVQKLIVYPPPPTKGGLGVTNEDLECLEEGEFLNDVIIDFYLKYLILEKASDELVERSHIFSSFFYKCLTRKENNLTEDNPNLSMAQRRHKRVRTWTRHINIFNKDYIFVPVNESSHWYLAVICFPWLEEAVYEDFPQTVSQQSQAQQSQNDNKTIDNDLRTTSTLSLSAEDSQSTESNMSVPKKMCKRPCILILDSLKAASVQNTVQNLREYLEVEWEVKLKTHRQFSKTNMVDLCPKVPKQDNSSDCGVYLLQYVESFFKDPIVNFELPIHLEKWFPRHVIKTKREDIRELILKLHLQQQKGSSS
PfGluPho inh – PfG6PD (Plasmodium falciparum) enzyme inhibition | PfGluPho enzyme, NADPH resazurin-diaphorase fluorescence | inhibition, % at 20 µM | hit rate 0.78% among 350,000 | AID 504690;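 active means inhibition reaching at least a set limit at 20 µM in the primary screen, cut at about 59% in these data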;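 further: 0% = DMSO wells with substrate and 100% = DMSO wells lacking glucose-6-phosphate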
NR3A LBD binder – modulators (binders) of human NR3A ligand-binding domain. AID 1259313. hit rate 2.5% among 340,000. NR3A LBD differential scanning fluorimetry, Tm shift; 0% = protein alone, 100% = glycine-bound protein. Tm shift relative to glycine control, % at 25 µM;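 active means melting temperature shift of at least 10% of the positive control shift, at one fixed dose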
MPTP block – blocks calcium-induced mitochondrial swelling | isolated mouse mitochondria, Ca2+ swelling absorbance, 30 min | inhibition, % at 10 µM | hit rate 1.4% among 360,000;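 active means inhibition of 50% or more, scaled per plate between neutral and stimulator controls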;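 further: 0% = DMSO wells given calcium and 100% = 1 mM EGTA wells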
SENP6 inh – blocks the human protease SENP6; Recombinant SENP6 catalytic domain, aminoluciferin luminescence; inhibition, % at 10 µM; hit rate 1.8% among 330,000; AID 2599;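 active means inhibition above about 50% at the single tested dose, limit read from the data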;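 further: plate controls were DMSO wells with enzyme for no effect and DMSO wells lacking enzyme for full effect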
Target sequence (Q9GZR1 628-1112 limits assumed): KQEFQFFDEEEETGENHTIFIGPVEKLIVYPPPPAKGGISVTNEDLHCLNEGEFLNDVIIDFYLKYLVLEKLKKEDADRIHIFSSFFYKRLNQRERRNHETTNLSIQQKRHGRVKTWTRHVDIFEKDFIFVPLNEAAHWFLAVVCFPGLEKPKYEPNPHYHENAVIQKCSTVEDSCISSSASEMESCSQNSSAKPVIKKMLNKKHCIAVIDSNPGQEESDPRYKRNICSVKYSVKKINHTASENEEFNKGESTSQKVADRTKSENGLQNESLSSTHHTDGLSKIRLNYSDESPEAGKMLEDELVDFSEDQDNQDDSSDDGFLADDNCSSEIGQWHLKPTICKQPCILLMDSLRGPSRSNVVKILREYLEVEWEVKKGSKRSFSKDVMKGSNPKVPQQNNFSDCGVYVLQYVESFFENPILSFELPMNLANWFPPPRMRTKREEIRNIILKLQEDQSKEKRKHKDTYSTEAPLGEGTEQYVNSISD
HKDC1 inh – inhibitors of human hexokinase HKDC1 | inhibition, % at 20 µM | AID 493160 | recombinant HKDC1, G6PDH/diaphorase resazurin coupled fluorescence | hit rate 0.16% among 340,000;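 active means inhibition above about 35% when tested at 20 µM, limit read from the data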;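 further: plate controls were DMSO wells with enzyme for no effect and DMSO wells lacking enzyme for full effect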
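System: Recombinant HKDC1 hexokinase | Amount: HKDC1 at 5 µg/mL | Reagent: Glucose with 1 mM ATP | Doses: Single 20 µM dose | Incubation: Reaction time 90 min, room temperature, protected from light | Signal: Coupled resazurin fluorescence, excitation 525 nm, emission 613 nm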
* = called active by the depositor; . = not tested or not shown.

Below each compound: SENP7 block | MPTP block | NR3A LBD binder | SENP6 inh | HKDC1 inh | PfGluPho inh | SENP8 inh | ATG4B inh
COc1cccc(NC(=O)c2cnsn2)c1
    9 | 0.5 | 1 | 9 | 7 | -14 | 6 | -2
O=C(CC(SCCO)c1ccc(F)cc1)c1ccco1 (stereo unspecified)
    -5 | 0.7 | -1 | -5 | -5 | -17 | 8 | -2
COc1ccccc1-c1oc2ccccc2c1-c1ccc2cc[nH]c2c1
    -1 | 1.9 | 21* | -2 | 4 | 63* | -495 | 34
COC(=O)c1ccccc1NC(=O)c1ccc(F)cc1
    -1 | 0.7 | -2 | -7 | -6 | -6 | 12 | -1
O=C(Nc1nc2c(s1)CCCC2)c1ccc(N2C(=O)CCC2=O)cc1
    3 | 0.5 | 1 | 3 | 5 | 6 | -15 | -6
Cc1cc(=O)[nH]c(NN)n1
    3 | 6.1 | 1 | -9 | -10 | -9 | 1 | 0
C#CCOCCOCCOCCNc1nc(N2CCN(C(=O)[C@H]([C@@H](C)CC)n3cc([C@@H](N)CO)nn3)CC2)nc(N2CCN(C(=O)[C@H](CCCCN)n3cc([C@@H](N)C(C)CC)nn3)CC2)n1 (stereo partly specified)
    1 | -1.7 | 1 | -4 | 6 | -10 | 15 | -3
O=C(Nc1nc(-c2nc3ccccc3s2)cs1)C1CC1
    5 | 1.3 | 0 | 26 | 5 | 41 | -76 | -34
COc1ccc(NC(=O)CN2C(=O)COc3ccc(S(=O)(=O)N4CCCCCC4)cc32)cc1
    5 | -0.6 | 2 | -11 | -3 | -19 | 15 | 1
COc1ccc2c(c1)C(C)CC(C)(C)N2C(=O)CSc1nc2ccccc2s1 (stereo unspecified)
    -1 | 0.2 | 2 | 4 | -1 | 17 | 17 | -4
CN(C(=O)COC(=O)c1ccc2c(c1)OCCO2)C1CCCCC1
    3 | -0.5 | 1 | -8 | -4 | 13 | 3 | 0
CCN(CC)C(=O)COc1ccc(/C(C)=N/NC(=O)c2ccccc2Br)cc1
    -2 | -1.2 | 0 | 1 | -8 | -9 | 0 | -9
Cc1cccc(C)c1NC(=O)C(=O)c1cn(C)c2ccccc12
    -2 | -0.1 | -2 | 18 | -4 | 11 | 3 | -3
O=C(NCC1CCCO1)c1cc(S(=O)(=O)N2CCCC2)c(Cl)cc1Cl (stereo unspecified)
    -4 | -0.2 | -2 | 5 | 16 | -14 | -1 | 7
Cc1ccc2cc(CCl)c(Cl)nc2c1
    -1 | 0.4 | 0 | -15 | 8 | -15 | 14 | 9
CC1=Nc2cc(C(=O)NCC3CCCO3)ccc2Sc2ccc(Br)cc21 (stereo unspecified)
    2 | 3.4 | -1 | -7 | -3 | 6 | 16 | 9
CCC/C(=N/NC(=O)c1cccc(Cl)c1)c1ccccc1
    -1 | -0.4 | 1 | -5 | 4 | 1 | 13 | 1
O=C(CNC(=O)c1ccccc1F)OCc1csc(-c2ccccc2)n1
    8 | -1.3 | -1 | 11 | 19 | -18 | 15 | 6
O=C1C2CCCCN2C(=O)N1CCCCN1CCN(c2ccccc2Oc2ccccc2)CC1 (stereo unspecified)
    -1 | 35 | 0 | 18 | -4 | 7 | 21 | 10
Cc1ccc(N2C(=O)N(CC(=O)NCc3ccccc3Cl)C(=O)C2C)cc1 (stereo unspecified)
    7 | -0.7 | -2 | 11 | -3 | -20 | -18 | 14
CN1CCN(CCCC(=O)c2ccc(F)cc2)CC1
    1 | -0.9 | 1 | -2 | -3 | 3 | 8 | 1
CCS(=O)(=O)c1ccc2oc(SCC(=O)NCCC3=CCCCC3)nc2c1
    -2 | -0.4 | 4 | -5 | -1 | -7 | 15 | -17
CCn1cc(C(=O)NC2CCCCC2)c(=O)c2cc(S(=O)(=O)N(C)C)ccc21
    -2 | -1.2 | -2 | 12 | 0 | 7 | 4 | -7
Cc1cc(C(=O)Cn2cc(C(F)(F)F)ccc2=O)c(C)n1-c1ccccc1
    1 | 23 | 7 | -15 | 8 | 1 | 1 | -9
COc1cc(OC)c2c(-c3ccccc3)cc(=O)oc2c1C(CCN1CCCCC1)c1ccc(N(C)C)cc1 (stereo unspecified)
    -1 | 0.1 | -1 | -15 | -5 | 10 | 15 | 30
Cc1cc(C)n(CCNC(=O)C2CCC(=O)N(CC3CCCCC3)C2)n1 (stereo unspecified)
    -8 | 1.1 | 3 | -2 | 0 | -3 | 1 | 27
CN(C)C(=O)Cn1cc(S(=O)(=O)Cc2ccccc2)c2ccccc21
    -6 | -0.4 | -1 | 5 | -5 | -3 | 5 | -2
O=C(CN1CCN(c2ccccc2)CC1)Nc1ccc2c(c1)OCCO2
    8 | 0.3 | 1 | 9 | -5 | -5 | 15 | 0
O=C(c1cc(COc2ccc(F)cc2Cl)on1)N1CCCCCC1
    -1 | -0.6 | 15* | 16 | 3 | -2 | 10 | 32
O=C(C1CCN(S(=O)(=O)N2CCC3(CC2)OCCO3)CC1)N1CCc2ccccc2C1
    -5 | 3.2 | -2 | -12 | -1 | -16 | 12 | 15
CC(=O)N1c2ccc(S(=O)(=O)NCC3CCC(C(=O)N4CC(C)CC(C)C4)CC3)cc2CC1C (stereo unspecified)
    5 | 0.4 | -2 | -1 | -4 | 11 | -10 | 4
COc1ccc(Br)cc1C1NC(=O)c2c(sc3c2CCN(C)C3)N1 (stereo unspecified)
    . | -3.4 | 0 | . | -3 | -3 | -99 | -9
CC(C)(C)OC(=O)NCc1ccc(NC(=O)c2nc[nH]c2C(=O)NCCN(CCNC(=O)c2[nH]cnc2C(=O)Nc2ccc(CNC(=O)OC(C)(C)C)cc2)CCNC(=O)c2[nH]cnc2C(=O)Nc2ccc(CNC(=O)OC(C)(C)C)cc2)cc1
    5 | -0.2 | 11* | 0 | -3 | -5 | 6 | -11
Cc1cc(C(=O)OCC(=O)Nc2ccccc2C)c(C)o1
    -1 | -1.0 | 0 | -9 | 3 | -3 | 12 | 2
C=CCn1c(Cc2c[nH]c3ccccc23)nnc1SCC(=O)NCc1ccccc1
    -3 | 2.5 | 1 | 4 | 3 | -16 | 16 | -11
COc1ccc(-n2c(N)cc(=O)[nH]c2=O)cc1
    2 | . | -1 | -7 | -8 | 0 | . | -7
CC(=O)NS(=O)(=O)c1ccc(NC(=O)/C=C/c2ccccc2)cc1
    6 | -0.7 | -1 | 8 | 3 | -10 | 15 | -10
O=C(CC1C=Cc2ccccc2N1C(=O)c1ccccc1)c1ccccc1 (stereo unspecified)
    -7 | 0.1 | 10* | -5 | -1 | -4 | 18 | 15
COc1ccc(NC(=O)C2C3CCC(C3)C2C(=O)O)cc1OC (stereo unspecified)
    -8 | -0.8 | -1 | -1 | 2 | 32 | 13 | -6
N#Cc1c(-c2cccs2)cc(C2CC2)nc1SCC(N)=O
    -10 | -1.2 | 3 | 1 | -1 | 25 | -88 | 3
O=C(NCCCN1CCN(c2ccccc2F)CC1)C1CCC(=O)N1C1CCCCC1 (stereo unspecified)
    -2 | 1.3 | -2 | -3 | -5 | 3 | 7 | 2
COc1ccc(/C=N/NC(=O)c2cccc(COCC(F)(F)C(F)F)c2)cc1
    -1 | 36 | -23 | -7 | -6 | 1 | 1 | -19
CCOc1ccc(/C=C2\CCc3ccccc3C2=O)cc1
    99* | 0.3 | 5 | 97* | 12 | 11 | -3 | 6
O=C(Cc1ccccc1)NCCCc1ccccc1
    5 | 2.8 | -3 | 3 | -1 | 1 | 23 | -6
O=C(COc1cccc(C(F)(F)F)c1)NCC(c1ccco1)N1CCCCC1 (stereo unspecified)
    -3 | -0.9 | 0 | 2 | -1 | 6 | -6 | -1
COc1ccc(NC(=O)Cn2nnc(-c3ccccc3NC(=O)c3ccco3)n2)cc1
    3 | -14 | -2 | -12 | -4 | -12 | 16 | 17
CC(=O)Nc1cccc(OC(=O)N2CCOCC2)c1
    -9 | -1.0 | 2 | -11 | -3 | 10 | 24 | -9
COC(=O)C(NC(C)=O)(Nc1ccccn1)C(F)(F)F (stereo unspecified)
    4 | 0.7 | 1 | -8 | -3 | -4 | 11 | -3
COc1ccc(/C=C2/C(=O)N(c3ccccc3)N=C2C)cc1OC
    30 | 1.6 | 1 | 13 | -1 | 0 | 75* | -2
CCCCc1c(C)c2ccc(OCC(C)=O)cc2oc1=O
    -6 | 1.2 | -7 | -1 | -4 | -14 | -457 | 11

Ordered by SMILES length (highest first): part of the list above
Below each compound: SENP7 block | MPTP block | NR3A LBD binder | SENP6 inh | HKDC1 inh | PfGluPho inh | SENP8 inh | ATG4B inh
Cc1ccc(N2C(=O)N(CC(=O)NCc3ccccc3Cl)C(=O)C2C)cc1 (stereo unspecified)
    7 | -0.7 | -2 | 11 | -3 | -20 | -18 | 14
CN(C(=O)COC(=O)c1ccc2c(c1)OCCO2)C1CCCCC1
    3 | -0.5 | 1 | -8 | -4 | 13 | 3 | 0
CCCCc1c(C)c2ccc(OCC(C)=O)cc2oc1=O
    -6 | 1.2 | -7 | -1 | -4 | -14 | -457 | 11
COC(=O)c1ccccc1NC(=O)c1ccc(F)cc1
    -1 | 0.7 | -2 | -7 | -6 | -6 | 12 | -1
CN1CCN(CCCC(=O)c2ccc(F)cc2)CC1
    1 | -0.9 | 1 | -2 | -3 | 3 | 8 | 1

The results go on.
Below each compound: SENP7 block | MPTP block | NR3A LBD binder | SENP6 inh | HKDC1 inh | PfGluPho inh | SENP8 inh | ATG4B inh
CCCn1c(CCC(=O)O)nc2cc(S(=O)(=O)N3CCCC3)ccc21
    1 | 0.0 | -2 | -12 | -9 | 4 | -6 | -7
CCOC(=O)c1ccc(NC(=O)c2cc(C)nc3ccccc23)cc1
    0 | 1.1 | 0 | -18 | -1 | -13 | 4 | -3
Cc1noc(C)c1COC(=O)c1ccc2c(c1)OCO2
    0 | 0.1 | 3 | -18 | 3 | -22 | 8 | -5
COCCN(CC(=O)NC1CCCCC1)C(=O)c1csnn1
    11 | -0.2 | -3 | -5 | -3 | 1 | 3 | -7
CC(=O)c1ccc(N2CCN(C(=O)c3cc4c(s3)CCCC4)CC2)cc1
    -3 | 3.3 | -1 | -12 | 2 | 5 | -203 | -10
COCCN(C(=O)COC(=O)/C=C/c1cccc(OC)c1)c1c(N)n(CC(C)C)c(=O)[nH]c1=O
    1 | 0.4 | 2 | 0 | -4 | 8 | -158 | 0
CCN(C(=O)CN1CCN(C)CC1)c1c(N)n(Cc2ccccc2)c(=O)[nH]c1=O
    6 | 0.1 | 1 | 14 | -7 | 4 | 2 | -4
CCn1c2ccc(C)cc2c2nnc(SCCN3CCOCC3)nc21
    11 | 0.1 | 1 | -10 | 4 | 12 | 15 | 1
CC(=O)Nc1ccc(S(=O)(=O)N(CC(=O)NC2CC2)Cc2ccccc2)cc1
    -10 | 0.5 | 1 | -11 | 1 | 1 | -5 | -9
O=S(=O)(c1c(F)cccc1F)N1CCN(C(=S)NCc2ccc3c(c2)OCO3)CC1
    9 | -0.9 | -5 | 23 | -2 | 37 | 13 | -9
COc1ccc(NC(=O)C23CC4CC(C2)CC(n2cnc(Br)n2)(C4)C3)cc1OC
    -9 | -2.1 | -1 | -4 | -2 | 16 | 23 | 14
O=C(Nc1ncc(Cc2ccccc2Cl)s1)C1CCCO1 (stereo unspecified)
    -4 | 0.2 | 4 | -23 | -7 | 11 | 10 | 5
Cc1c(C)c2ccc(OC3CCCCC3=O)cc2oc1=O (stereo unspecified)
    -8 | -2.7 | 2 | -8 | -2 | -12 | -300 | -7
Cc1onc(-c2ccccc2Cl)c1C(=O)Nc1sc2c(c1C#N)CCC2
    4 | 11 | 3 | 9 | 4 | 16 | -29 | -7
Cc1ccc(N(C(=O)c2csnn2)C(C(=O)NC2CCCCC2)c2cccnc2)cc1 (stereo unspecified)
    -5 | 0.2 | -2 | -2 | 1 | 8 | 12 | -5
